# p53null 39C kill: p53 null cell cytotoxicity, nonpermissive temperature; Potency, µM (doses to about 46.1 µM), inactives show at the top dose activity, negative = cell killing, most hits filed as cytotoxic; H1299 p53-null (neo) cells, 39C, ATPlite viability, 24 h; actives 0.97% (n = 55,000); active = well fitted cell-killing curve with a large enough effect; inconclusive = small, poorly fitted or top-dose-only effect; inactive = no such curve, though single readings can be large or run the other way;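 note: 0% = DMSO only and -100% = full killing by 100 µM tamoxifen; nearly all actives have a fitted effect of over 50% in size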
#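 H1299 lung cancer cells, p53-null (H1299-neo) or expressing p53 A138V (H1299-p53A138V), were plated overnight at 37C, then exposed to compounds at up to 46 uM for 24 hr at 39C. Viability was read by ATP-based luminescence.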
# An asterisk follows results filed as active; ? = inconclusive; [ ] = dose if it differs, or a comment. Potency is the fitted concentration of half-maximal effect.
SMILES,p53null 39C kill
O=c1c2sccc2nc(SCc2cc(=O)n3cc(Cl)ccc3n2)n1-c1ccc(F)cc1,25%
Cc1ccc(OCC(=O)NCc2ccccc2)c([N+](=O)[O-])n1,17%[1.84 µM]
CCCCCCCCC(=O)NCCOc1ccccc1,25%
CCOC(=O)c1c(NC(=O)CN2C(=O)NC3(CCCCC3)C2=O)sc(C)c1-c1ccc(C)cc1,6%
O=C(COc1ccccc1)Nc1ccc2c(c1)Cc1cc(NC(=O)COc3ccccc3)ccc1-2,31%
Cc1ccc(NC(=S)NCCc2ccc(S(N)(=O)=O)cc2)cc1C,13%[1.84 µM]
COCCN=c1scc(-c2cccs2)n1/N=C/c1ccc(O)c(O)c1O,5%[1.84 µM]
Cc1ccc(S(=O)(=O)ON2C(=O)c3ccccc3C2=O)c(C)c1,11%
CCOCCOC(=O)C(C)Oc1ccc(Oc2ncc(Cl)cc2Cl)cc1 (stereo unspecified),-12%[1.84 µM]
O=C(c1cccc(S(=O)(=O)Nc2cccc(C(F)(F)F)c2)c1)N1CCCCC1,3%[1.84 µM]
N#Cc1c(NC(=S)NC(=O)C2CCCC2)sc2c1CCCCC2,-7%
O=C(NCCCN1CCOCC1)c1ccccc1NS(=O)(=O)c1cc([N+](=O)[O-])ccc1Cl,-10%[1.84 µM]
O=C(CSc1nc2ccc(Cl)cc2[nH]1)Nc1ccc2c(c1)CCC2,-3%
CN(C)c1cccc(C(=O)NNC(=O)NC2CCCCC2)c1,5%
CCOc1ccc2ncc(S(=O)(=O)c3ccc(C)cc3)c(N3CCC4(CC3)OCCO4)c2c1,3%
Fc1cccc(F)c1/C=C/c1ccc2ccccc2n1,-17%[1.84 µM]
CCOc1cc(C(=O)OCC(=O)Nc2ncc(Cl)c(C)c2Cl)ccc1OCC(=O)N1CCOCC1,8%
Cc1ccc(CNC(=S)Nc2ccc(C)c([N+](=O)[O-])c2)cc1,-4%[1.84 µM]
C(=C\c1ccccc1)/C=N/Nc1nc2ccccc2[nH]1,5%[1.84 µM]
CC(=O)N1N=C(c2ccccc2)OC1(C)CC(=O)Nc1ccccc1 (stereo unspecified),-6%[1.84 µM]
CC1(c2cccc3ccccc23)NC(=O)N(CC(=O)NC2CCS(=O)(=O)C2)C1=O (stereo unspecified),12%
CN(C)CCCN(Cc1ccccc1)C(=S)Nc1cccc(C(F)(F)F)c1,19%
O=C(NC(=S)Nc1ccc(NC(=O)c2cccs2)cc1)c1ccc([N+](=O)[O-])cc1,4%[1.84 µM]
SC(COCc1ccccc1)CN1CCN(Cc2ccc3c(c2)OCO3)CC1 (stereo unspecified),19%
CC(C)C1CC(CCNCc2ccc(N(C)C)cc2)(c2ccccc2)CCO1 (stereo unspecified),15%
O=C(Nc1ccc(Cl)cc1C(F)(F)F)C(Sc1nnc(-c2cccs2)o1)c1ccccc1 (stereo unspecified),-7%
COc1ccc(CC(=O)NNc2ncnc3c2cnn3-c2ccc(C)cc2)cc1,7%[1.84 µM]
O=C(COC(=O)c1cc(=O)[nH]c(=O)[nH]1)NCc1ccccc1,20%[1.84 µM]
C=C(C)C1CC=C(C)/C(=N\NC(=O)CNc2cccc3ccccc23)C1 (stereo unspecified),19%
Cc1ccc(NC(=O)C2CC(=O)N(Cc3ccccc3)C2)cc1S(=O)(=O)N1CCCCCC1 (stereo unspecified),3%[1.84 µM]

# Part of the list above, with bars between the fields:
canonical_smiles | p53null 39C kill
CC(=O)N1N=C(c2ccccc2)OC1(C)CC(=O)Nc1ccccc1 (stereo unspecified) | -6%[1.84 µM]
C(=C\c1ccccc1)/C=N/Nc1nc2ccccc2[nH]1 | 5%[1.84 µM]
CC1(c2cccc3ccccc23)NC(=O)N(CC(=O)NC2CCS(=O)(=O)C2)C1=O (stereo unspecified) | 12%
O=C(Nc1ccc(Cl)cc1C(F)(F)F)C(Sc1nnc(-c2cccs2)o1)c1ccccc1 (stereo unspecified) | -7%
O=C(NC(=S)Nc1ccc(NC(=O)c2cccs2)cc1)c1ccc([N+](=O)[O-])cc1 | 4%[1.84 µM]
Cc1ccc(NC(=O)C2CC(=O)N(Cc3ccccc3)C2)cc1S(=O)(=O)N1CCCCCC1 (stereo unspecified) | 3%[1.84 µM]

# Other entries follow:
SMILES,p53null 39C kill
O=C(Cc1csc(-c2ccccc2)n1)NCc1ccc(F)cc1,6%[1.84 µM]
O=C(CSc1nc2ccccc2n1S(=O)(=O)c1ccccc1)N1CCCC1,5%[1.84 µM]
O=C(COC(=O)c1ccc([N+](=O)[O-])s1)NCc1ccccc1,-19%[1.84 µM]
Cc1ccc(OCC(=O)Nc2ccccc2Sc2ccc(Cl)cc2)c([N+](=O)[O-])n1,-12%[1.84 µM]
COc1ccc(NC(=S)NN2C(C)CCCC2C)cc1 (stereo unspecified),-7%[1.84 µM]
CCCCC(=O)Nc1ccc(C(=O)NNC(=O)c2ccc(C)c(Br)c2)cc1,3%[1.84 µM]
Cc1occc1C(=O)NNC(=O)Nc1ccc(F)cc1F,16%[1.84 µM]
COc1ccc(C(=O)Nc2ccc(C(=O)OCC(=O)c3cccc4ccccc34)cc2)cc1,23%
CCC(=O)Oc1ccc2ccccc2c1CNC(=O)c1ccccc1,2%[1.84 µM]
COCCNc1nnc(SC(C)C(=O)Nc2ccc(-c3nc4ccc(C)cc4s3)cc2)s1 (stereo unspecified),-2%[1.84 µM]
N#Cc1c(-c2ccc(F)cc2)cc(C2CC2)nc1SCC(=O)c1cccs1,-5%[1.84 µM]
Cc1ccc(C(=O)NCC(=O)OCC(=O)c2cc(C)n(Cc3ccco3)c2C)cc1,-10%[1.84 µM]
CCN1C(=O)C(F)(CC)C(=O)c2ccccc21 (stereo unspecified),-6%[1.84 µM]
CCOC(=O)c1c(-c2ccc(F)cc2)csc1NC(=O)CCN1C(=O)c2ccccc2C1=O,?
COc1ccc(Br)cc1CN(C)CC(=O)Nc1ccccc1Cl,-3%[1.84 µM]
COc1cc(/C=N/NC(=O)C(=O)NCc2ccco2)ccc1O,2%
Cc1ccc(C(=O)N2C(=S)C(c3ccc(F)cc3)=NC23CCN(C)CC3)cc1,13%
CCN(CC)S(=O)(=O)c1ccc(/C=C/C(=O)Nc2ccc(F)cc2F)cc1,18%[1.84 µM]
COc1ccc(NC(=O)CCSc2ccc(C)cc2)cc1S(=O)(=O)Nc1ccccc1Cl,13%[1.84 µM]
COc1ccc(CNc2ccc(S(N)(=O)=O)cc2)cc1,18%
CCC(CC)c1nnc(NC(=O)c2cc(-c3ccccc3)nc3ccccc23)s1,12%[1.84 µM]
C=C(C)CNC(=S)Nc1sc2c(c1C(=O)OCC)CC(C)(C)OC2,-16%[1.84 µM]
CC(=O)NC(=S)Nc1sc2c(c1C#N)CCCCC2,10%[1.84 µM]
O=C(NCCN1C(=O)S/C(=C/c2ccccc2)C1=O)C1CCCN1C(=O)c1cccs1 (stereo unspecified),3%
Cc1cccc(/C=N/NC(=O)Cn2nccc2C)n1,7%[1.84 µM]
CCONC(=O)Nc1ccccc1[N+](=O)[O-],26%
CCOC(=O)C/C(C)=N/NC(=O)C1CC1(c1ccccc1)c1ccccc1 (stereo unspecified),-2%[1.84 µM]
Cc1ccc(C(=O)NC2c3ccccc3-c3ccccc32)cc1,10%[1.84 µM]
Cc1ccc(SCCc2ccc(C)nc2)cc1,40%
COc1cc(CCN2C(=O)c3cccc4cccc(c34)C2=O)c(S(=O)(=O)NCCO)cc1OC,1%

# Some of the entries above, reformatted:
smiles	p53null 39C kill
COCCN=c1scc(-c2cccs2)n1/N=C/c1ccc(O)c(O)c1O	5%[1.84 µM]
CC1(c2cccc3ccccc23)NC(=O)N(CC(=O)NC2CCS(=O)(=O)C2)C1=O (stereo unspecified)	12%
Cc1ccc(SCCc2ccc(C)nc2)cc1	40%

# Following part.
SMILES,p53null 39C kill
CC(C)(C)c1cc(NC(=O)CSc2nnc(N)s2)n(-c2ccccc2)n1,10%[1.84 µM]
N#Cc1ccc(COC(=O)CSc2nnc(N)s2)cc1,36%[1.84 µM]
CN1CCN(Cc2nc3ccccc3c(=O)n2Cc2nc(-c3ccc([N+](=O)[O-])cc3)cs2)CC1,-19%[1.84 µM]
Cc1ccc(C)c(SCC(=O)Nc2cc(C)nn2-c2ccc(F)cc2)c1,0%[1.84 µM]
COc1ccccc1/C=C/C(=O)OCC(=O)Nc1cc(C(F)(F)F)ccc1N1CCOCC1,6%
CCCN1CCN(C(=S)Nc2ccccc2C(F)(F)F)CC1,11%
CCCCP(=O)(CCCC)CCP(=O)(c1ccccc1)c1ccccc1,7%[1.84 µM]
CCc1ccc(NC(=O)COc2ccc(F)cc2C(=O)c2cnn(-c3ccccc3)c2)cc1,20%
CN1C(=O)c2ccc(NC(=S)NC(=O)C(C)(C)C)cc2C1=O,29%
CC(C)CCNC(=O)c1cc([N+](=O)[O-])ccc1N1CCOCC1,31%
O=C(COC(=O)[C@@H]1CCCN1S(=O)(=O)c1ccc(Cl)cc1)NC12CC3CC(CC(C3)C1)C2,-3%[1.84 µM]
Cc1ccc2nc(-c3ccc(N4C(=N)SC5CS(=O)(=O)CC54)cc3)sc2c1 (stereo unspecified),3%[1.84 µM]
O=[N+]([O-])c1cc(C(F)(F)F)ccc1-n1nnc2ccccc21,30%[1.84 µM]
O=C(CSc1nnc(-c2ccccc2)n1-c1ccccc1)c1ccc[nH]1,3%[1.84 µM]
COC(=O)c1ccc(N/C(=N/S(=O)(=O)c2ccccc2)c2ccccc2)cc1,5%[1.84 µM]
CC(C)(C)c1ccc(OCC(=O)NNC(=S)NC(=O)c2ccccc2[N+](=O)[O-])c(Br)c1,-15%[1.84 µM]
COc1ccccc1C(CC(=O)Nc1ccccc1C)c1ccc(OC(C)C)cc1 (stereo unspecified),10%
Cc1ccc(NC(=O)C(OC(=O)c2cc(C)oc2C)c2ccccc2)cc1 (stereo unspecified),17%
COc1ccc(NS(=O)(=O)c2ccc(NC(=O)c3ccc(N(C)S(C)(=O)=O)cc3)cc2)cc1,15%[1.84 µM]
Clc1ccc(-c2cc(-c3nnc4n3CCCCC4)c3ccccc3n2)cc1,8%
COC(=O)c1c(NC(=O)CC2Nc3cc(C)c(C)cc3NC2=O)sc(C)c1C (stereo unspecified),?
CC(OC(=O)c1ccccc1NS(=O)(=O)c1cccc(C(F)(F)F)c1)C(=O)N(C)Cc1ccccc1 (stereo unspecified),4%[1.84 µM]
CCOC(=O)c1c(C)[nH]c(C(=O)COC(=O)/C=C/c2ccc3c(c2)OCO3)c1C,-8%[1.84 µM]
O=C(CSc1ccccc1)Nc1nnc(/C=C/c2ccccc2)s1,3%[1.84 µM]
Cc1ccc(S(=O)(=O)NC(=O)c2cc(C)n(-c3ccc(N(C)C)cc3)c2C)cc1,13%[1.84 µM]
Cc1cccc(NC(=S)NC(C)CCc2ccccc2)c1 (stereo unspecified),-14%[1.84 µM]
COc1cccc(CNC(=S)NC2CCCC2)c1,15%
CCc1nnc(NC(=O)CCN(c2cc(C)cc(C)c2)S(=O)(=O)c2ccc(Cl)cc2)s1,8%[1.84 µM]
COC(=O)c1sc2nc(CN3CCN(c4cccc(C(F)(F)F)c4)CC3)[nH]c(=O)c2c1C,17%[1.84 µM]
O=C(CC1C(=O)NCCN1C(=S)Nc1ccccc1)Nc1ccc(F)cc1 (stereo unspecified),20%
COc1ccccc1C(=O)NCC(=O)OCc1ccc(Br)cc1,4%[1.84 µM]
Cc1ccc(F)cc1NCC(=O)Nc1ccc(Cl)cc1F,18%
Cc1ccc(S(=O)(=O)Nc2ccc(-c3cn4ccc(C)cc4n3)cc2)cc1,8%
O=C(COC(=O)c1cccs1)Nc1nc(-c2ccccc2)cs1,5%
Cc1cccc(OCCNc2cc(N3CCN(CCO)CC3)ccc2[N+](=O)[O-])c1,2%
O=C(COc1ccccc1)NC(=S)Nc1cccc(NC(=O)c2ccccc2Cl)c1,12%
O=C(NCCC1=CCCCC1)C1CCN(C(=O)c2ccc(Br)cc2)CC1,14%
CC(=O)Nc1ccccc1OCC(=O)NCCc1ccc(Cl)cc1Cl,-2%[1.84 µM]
FC(F)Sc1nc(-c2ccccc2)c(-c2ccccc2)n1C(F)F,13%[1.84 µM]
O=C(COC(=O)CSc1ccc2ccccc2c1)NC1CC1,-7%[1.84 µM]
COc1ccccc1CC(=O)Nc1ccc2nc(C)sc2c1,-5%[1.84 µM]
O=C(COC(=O)CCCSc1nc2ccccc2[nH]1)Nc1cccc(F)c1,12%
COC(=O)c1cc(OC)c(OC)cc1NC(=S)Nc1cc(Cl)ccc1OC,14%[1.84 µM]
Cc1cccc2nc(CSc3ccccc3C(=O)O)cn12,23%
Cc1nc2ccccc2n1/C(=N\S(=O)(=O)c1ccccc1)c1ccccc1,11%[1.84 µM]
COc1ccc(NC(=O)CCC2CCCCC2)cc1S(=O)(=O)N1CCCCC1,-12%[1.84 µM]
CCc1nccn1C(=O)c1cnn2c(C(F)F)cc(-c3ccc(C)cc3)nc12,11%
CCCCn1c2ccccc2c2nnc(SCC(=O)NC3=NN=C(c4ccccc4)CS3)nc21,-18%[1.84 µM]
Cc1c(NC(=S)Nc2ccccc2C(F)(F)F)cccc1[N+](=O)[O-],14%[1.84 µM]
O=C(N/N=C/c1cccc([N+](=O)[O-])c1)C1CC1c1ccccc1 (stereo unspecified),10%
COc1ccc(CCNC(=O)c2ccc(-c3ccc([N+](=O)[O-])cc3Cl)o2)cc1,-11%[1.84 µM]
CCOC(=O)N1CCN(C(=S)Nc2cccc(C)c2C)CC1,-3%
O=C(NN1CCOCC1)c1cc(S(=O)(=O)Nc2cccc(C(F)(F)F)c2)ccc1Cl,10%[1.84 µM]
Cc1nnsc1C(=O)N/N=C/c1ccc2ccccc2c1O,?
C/C(CC(=O)NCc1ccccc1)=N\NC(=O)c1cnccn1,18%
CC(C)c1ccc2[nH]c(O)c(N=NC(=S)NCCc3ccccc3)c2c1,1%[1.84 µM]
O=C1CCCC2(O)C1C(c1cccc(Br)c1)NC(=O)N2Cc1ccccc1 (stereo unspecified),20%
Cc1cccc(NC(=S)N(c2ccccc2)C(C)C)c1C,22%
Cc1cc(N(CCO)CCO)ccc1C(c1ccc(N(CCO)CCO)cc1C)c1ccccc1Cl,-1%

# Source: PubChem (National Center for Advancing Translational Sciences (NCATS))

# The list is partial; the hit share may differ from the screen's.
